# Source: PubChem
# hcDAF-12 act: H. contortus DAF-12 activation, primary screen; activation, % at 6.8 µM; AID 652067; HEK293 hcDAF-12 lit1-tk-luc reporter, luminescence; 0% DMSO, 100% Δ7-dafachronic acid; hit rate 1.4% among 370,000;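 active = activation above the mean of all tested compounds plus 3 SD, cut at about 5.5% in these data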;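 also: 100% = response to 3 µM Δ7-dafachronic acid high control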
# GAA850 FXN act: activators of GAA850 frataxin (FXN) promoter; HEK293 lucGAA850 FXN promoter luciferase reporter, 24 h; percent of 10 µM SAHA response; activation, % at 6 µM; hit rate 0.56% among 360,000;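 active = activation above the average of all compounds screened plus 3 SD, cutoff fixed separately per campaign, cut at about 7.5% in these data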;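 also: 0% = DMSO wells and 100% = 10 µM SAHA wells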
# ADAM10 inh: ADAM10 inhibition, QFRET primary screen; hit rate 0.62% among 370,000; inhibition, % at 7 µM; AID 720582; recombinant ADAM10, EDANS/DABCYL FRET peptide cleavage, 3 h;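 active = inhibition above a per-campaign cutoff equal to the mean of compounds falling between control-based bounds plus 3 SD, cut at about 20% in these data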;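 also: 0% = DMSO wells while the 100% control is not disclosed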
# HGIII-sPLA2 inh: Inhibits HGIII-sPLA2 liposome hydrolysis, primary screen | Q9NZ20 | QFRET BODIPY PC-A2 liposome hydrolysis, fluorescence | inhibition, % at 12.2 µM | hit rate 0.56% among 370,000 | AID 743126;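 active = inhibition above mean plus 3 SD of compounds lying within the high and low control bounds, cut at about 19% in these data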;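 also: 0% = median of test compound wells and 100% = no enzyme DMSO wells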
# Target sequence (Q9NZ20 whole entry, looked up): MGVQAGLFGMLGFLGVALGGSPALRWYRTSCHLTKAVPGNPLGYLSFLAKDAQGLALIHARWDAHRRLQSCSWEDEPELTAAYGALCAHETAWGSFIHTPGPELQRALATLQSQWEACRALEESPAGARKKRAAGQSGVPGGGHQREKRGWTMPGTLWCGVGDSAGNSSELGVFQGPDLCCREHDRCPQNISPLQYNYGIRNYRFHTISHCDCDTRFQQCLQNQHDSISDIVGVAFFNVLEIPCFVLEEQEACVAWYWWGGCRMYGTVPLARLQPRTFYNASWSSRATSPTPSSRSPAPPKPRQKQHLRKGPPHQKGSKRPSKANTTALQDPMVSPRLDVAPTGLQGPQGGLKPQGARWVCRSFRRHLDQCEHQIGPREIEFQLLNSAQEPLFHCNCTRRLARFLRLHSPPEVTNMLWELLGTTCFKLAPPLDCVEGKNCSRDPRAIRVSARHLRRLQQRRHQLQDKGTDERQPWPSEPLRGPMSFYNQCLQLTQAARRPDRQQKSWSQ
# GC-B act: GC-B (human) receptor activation | P20594 | AID 1920062 | HEK293-GC-B cells, CNP EC30, cGMP TR-FRET; 0% at EC30 CNP, 100% saturating CNP | activation, % at 10 µM | hit rate 0.11% among 370,000;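 active = activation at 10 µM reaching about 35% in either raw or pattern-adjusted values, limit read from the data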
# DAX1 inh-1: inhibits human nuclear receptor DAX1; P51843; HEK293 Gal4-DAX1 luciferase reporter, luminescence; AID 504766; inhibition, % at 6.75 µM; hit rate 0.99% among 340,000;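 active = inhibition above the mean over all tested compounds plus 3 SD, cut at about 4.2% in these data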;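 also: 0% = DAX1-transfected cells with DMSO and 100% = empty-vector control cells with DMSO; inhibition shows as a rise in luminescence from relieved DAX1 repression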
# Target sequence (P51843 207-470 limits assumed): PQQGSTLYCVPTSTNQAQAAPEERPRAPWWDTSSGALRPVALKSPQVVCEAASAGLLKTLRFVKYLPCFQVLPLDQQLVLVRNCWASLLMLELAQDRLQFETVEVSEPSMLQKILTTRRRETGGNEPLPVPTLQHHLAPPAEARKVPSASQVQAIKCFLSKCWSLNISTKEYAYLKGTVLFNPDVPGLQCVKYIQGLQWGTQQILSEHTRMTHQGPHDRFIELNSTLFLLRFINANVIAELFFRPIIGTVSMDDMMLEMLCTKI
# hgDAF12 agonist: activates the H. glycines DAF-12 receptor ligand-binding domain; AID 687014; hit rate 1.8% among 370,000; activation, % at 6.8 µM; HEK293 GAL4-hgDAF12 UAS-luciferase reporter, agonist luminescence; normalized to butyrate control;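 active = activation above a cutoff set at the mean of all screened compounds plus 3 SD, cut at about 10% in these data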;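 also: 0% = DMSO wells and 100% = sodium butyrate wells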
# SMARCA2 act: SMARCA2 function activation, primary screen; MG213 cells, MMTV-luciferase reporter, dexamethasone, overnight; AID 652017; activation, % at 9.1 µM; hit rate 1% among 370,000; in the data active = activation above about 7.8%;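 also: 0% = vehicle wells and 100% = reference activator wells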
# ssDAF12 agonist: activators of S. stercoralis DAF-12 nuclear receptor; HEK293 ssDAF-12/GRIP1 lit1-tk-luc reporter, luminescence; % of 3 µM dafachronic acid response; activation, % at 6.8 µM; hit rate 1% among 370,000;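 active = activation above the mean over all tested compounds plus 3 SD, cut at about 0.9% in these data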;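 also: 0% = DMSO-only wells and 100% = 3 µM delta7-dafachronic acid wells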
# GC-A act: GC-A (human) enzyme activation; P16066; HEK293 GC-A cells, cGMP TR-FRET, EC30 ANP; 0% at EC30 ANP, 100% saturating ANP; activation, % at 10 µM; hit rate 0.14% among 370,000; AID 1671463; in the data active = activation above about 40%
# DAX1 inh-2: DAX1 (NR0B1) inhibition, primary screen. inhibition, % at 6.8 µM. hit rate 1.1% among 370,000. HEK293T StAR-luciferase reporter, SF-1/DAX-1 repression relief. AID 652010;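 active = inhibition above the mean over all tested compounds plus 3 SD, cut at about 3.6% in these data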;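 also: 0% = DAX-1 cells with DMSO and 100% = cells lacking DAX-1 with DMSO; higher inhibition means more luminescence from relief of DAX-1 repression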
# The depositor's hits bear a star; i = inactive; nt = not tested or not shown.
SMILES,hcDAF-12 act,GAA850 FXN act,ADAM10 inh,HGIII-sPLA2 inh,GC-B act,DAX1 inh-1,hgDAF12 agonist,SMARCA2 act,ssDAF12 agonist,GC-A act,DAX1 inh-2
COc1ccc(CCNC(=O)COC(=O)Cn2cnc3ccccc3c2=O)cc1,-0.1,2.1,0,0,-3,-0.3,2.9,-5,-0.4,2,-1.8
Cc1cc(C)cc(NC(=S)N(CCN(C)C)C(C)c2cccnc2)c1 (configuration not stated),-0.6,-0.9,3,5,0,-0.5,-0.6,4,-0.9,-2,-0.2
Cc1cc([N+](=O)[O-])nn1Cc1noc(C(=O)NCc2ccc3c(c2)OCO3)n1,-2.1,0.7,-6,0,-2,0.0,1.1,-4,-1.7,2,-0.6
COc1cc(/C=C/C(=O)/C=C(O)/C=C/c2ccc(O)c(OC)c2)ccc1O,-0.9,1.6,3,-9,-5,-1.5,-3.7,0,-1.9,-8,-0.4
COc1cccc(NC(=O)CN(C)C(=O)c2cccc(S(=O)(=O)N3CC4(C)CC3CC(C)(C)C4)c2)c1 (configuration not stated),0.1,-4.0,-9,1,-2,-0.1,4.3,0,-0.9,-4,-0.6
Cc1ccc(CNS(=O)(=O)c2ccc3c(c2)NC(=O)C(C)S3)cc1 (configuration not stated),-0.9,2.2,3,-19,2,0.1,-1.1,-4,-0.7,0,-0.2
COc1cccc(NC(=O)CSc2nc(C3CC3)nc3ccccc23)c1,-2.7,0.2,-5,0,0,-1.1,-2.1,0,-1.1,-4,-0.2
Cc1cccn2c(=O)c3cc(C(=O)NCC4CCCO4)c(=N)n(Cc4ccc(F)cc4)c3nc12 (configuration not stated),-0.1,1.1,i,3,17,-0.7,1.3,-1,-1.5,14,-0.6
O=S(=O)(NC1c2cccc3cccc(c23)C1Sc1ncccn1)c1ccccc1 (configuration not stated),0.2,2.0,11,-10,0,-0.8,-3.8,-2,-1.4,0,-0.9
CCN(CC(=O)Nc1ccccc1C(F)(F)F)C(=O)C1CCN(C(=O)Nc2ccccc2)CC1,-1.7,-1.5,-7,6,-3,0.7,-1.3,-4,-0.2,3,-1.4
CC(C(=O)NCC1CCCO1)n1cc([N+](=O)[O-])cn1 (configuration not stated),-0.9,1.8,-4,0,3,-0.2,1.9,3,-1.1,-2,0.8
COc1ccc2c(N)c(C(=O)NN)[nH]c2c1,1.7,0.4,-16,11,-8,1.6,-0.2,-5,-1.2,-9,0.2
Cc1ccc(S(=O)(=O)Cc2ccc(C(=O)N3CCc4ccccc4C3)o2)cc1,-1.8,-1.6,-4,-7,-10,3.1,1.9,0,-0.9,-7,0.6
O=C(NC1CCCCC1)c1ccccc1NC(=O)C1CC1,-0.9,1.2,-7,4,4,-0.9,-1.5,-2,-1.0,1,-0.6
COc1ccc(-c2nnc3sc(CCN4C(=O)c5ccccc5C4=O)nn23)cc1,-2.0,3.4,3,-7,-1,-0.2,2.4,-2,-1.5,-3,0.1
COc1cc(C)c(N(C(C)=O)c2ccccc2)c(C)c1,-0.3,0.6,1,-6,-12,0.7,0.7,-1,-1.1,-13,0.3
O=[N+]([O-])c1ccc(NC(=S)NCc2ccc(F)cc2)cc1,-1.5,-2.0,6,-18,9,-0.9,0.7,-6,-1.8,2,-1.3
CC(c1ccccc1)c1nnc(NC(=O)Nc2ccccc2)s1 (configuration not stated),-0.8,2.8,12,-25,-2,-1.5,3.4,4,-1.0,10,0.6
CCOC(=O)C(C#N)c1ccccn1 (configuration not stated),0.0,3.0,6,6,-10,0.1,2.9,3,-1.6,4,1.0
O=C(COC(=O)c1ccco1)NCc1ccc(F)cc1,-1.9,0.2,-28,7,6,-0.8,-1.4,-3,-1.0,2,0.8
COc1ccc(-n2c3c(cc(C(=O)Nc4cccc(C)n4)c2=O)C(=O)CC(C)(C)C3)cc1,-0.9,2.1,4,0,-1,-0.2,-1.9,-3,-1.1,-6,-0.6
C/C(CC(O)(/C=N/O)c1ccccc1)=N\O (configuration not stated),-0.7,1.5,-1,-5,1,1.3,-2.5,8,-0.9,1,-0.1
O=C(Nc1nnc(-c2ccco2)o1)c1ccc(S(=O)(=O)N2CCCC2)cc1,1.0,1.2,0,-5,0,-0.8,-1.8,-2,-0.5,-2,-0.9
CCC(C(=O)Nc1ccccn1)c1ccccc1 (configuration not stated),0.3,0.8,-5,0,2,3.1,-2.9,0,-0.9,0,-0.6
CCc1nnc(NC(=O)COc2ccc(N(C)S(=O)(=O)c3ccc(C)cc3)cc2)s1,-1.1,0.5,-5,-1,-1,-0.7,-3.6,-2,-1.2,2,-0.2

# Of the compounds above, these have an aryl thioether with sulfur outside any ring.
SMILES,hcDAF-12 act,GAA850 FXN act,ADAM10 inh,HGIII-sPLA2 inh,GC-B act,DAX1 inh-1,hgDAF12 agonist,SMARCA2 act,ssDAF12 agonist,GC-A act,DAX1 inh-2
COc1cccc(NC(=O)CSc2nc(C3CC3)nc3ccccc23)c1,-2.7,0.2,-5,0,0,-1.1,-2.1,0,-1.1,-4,-0.2
O=S(=O)(NC1c2cccc3cccc(c23)C1Sc1ncccn1)c1ccccc1 (configuration not stated),0.2,2.0,11,-10,0,-0.8,-3.8,-2,-1.4,0,-0.9

# Profiles from above. Order of screens: hcDAF-12 act, GAA850 FXN act, ADAM10 inh, HGIII-sPLA2 inh, GC-B act, DAX1 inh-1, hgDAF12 agonist, SMARCA2 act, ssDAF12 agonist, GC-A act, DAX1 inh-2
# Results for COc1cccc(NC(=O)CN(C)C(=O)c2cccc(S(=O)(=O)N3CC4(C)CC3CC(C)(C)C4)c2)c1 (configuration not stated) = 0.1, -4.0, -9, 1, -2, -0.1, 4.3, 0, -0.9, -4, -0.6
# Results for CCC(C(=O)Nc1ccccn1)c1ccccc1 (configuration not stated) = 0.3, 0.8, -5, 0, 2, 3.1, -2.9, 0, -0.9, 0, -0.6
# Results for O=C(COC(=O)c1ccco1)NCc1ccc(F)cc1 = -1.9, 0.2, -28, 7, 6, -0.8, -1.4, -3, -1.0, 2, 0.8
# Results for Cc1cc(C)cc(NC(=S)N(CCN(C)C)C(C)c2cccnc2)c1 (configuration not stated) = -0.6, -0.9, 3, 5, 0, -0.5, -0.6, 4, -0.9, -2, -0.2
# Results for O=S(=O)(NC1c2cccc3cccc(c23)C1Sc1ncccn1)c1ccccc1 (configuration not stated) = 0.2, 2.0, 11, -10, 0, -0.8, -3.8, -2, -1.4, 0, -0.9

# (next part)
SMILES,hcDAF-12 act,GAA850 FXN act,ADAM10 inh,HGIII-sPLA2 inh,GC-B act,DAX1 inh-1,hgDAF12 agonist,SMARCA2 act,ssDAF12 agonist,GC-A act,DAX1 inh-2
Cc1nc2ccccc2c(=O)n1NCc1cc(Br)cs1,1.9,2.9,-26,-6,1,-0.2,-3.0,1,-1.1,-10,0.0
Cn1c2ccccc2c(=O)c2ccc(C#Cc3ccccn3)cc21,-0.8,nt,i,-3,1,nt,-0.4,2,-0.8,1,0.3
COc1ccc(CCC(=O)Nc2ccc(S(=O)(=O)N3CCCC3)cc2)cc1OC,-1.9,-0.3,2,-3,-3,0.1,-2.9,1,-1.4,2,-2.5
CN(C)c1ccc(NC(=O)CN2C(=O)c3ccccc3C2=O)cc1,-0.2,0.5,1,5,-1,1.6,1.4,0,-1.3,-3,0.2
COc1ccc(-n2cnc3sc4c(c3c2=O)CCCC4)cc1,-1.4,5.3,9,-1,-8,3.1,5.8,2,-1.8,-4,0.5
C[C@@H]1ON(C)[C@H]2C[C@H]3c4cc(N5CCOCC5)ccc4CCN3C(=O)[C@@H]12,-0.8,-0.6,-21,7,1,0.1,-0.1,-1,-1.3,5,1.5
CC(O)(c1ccc(F)c(F)c1)c1nc(-c2ccc(S(C)(=O)=O)cc2)cs1 (configuration not stated),-1.2,0.2,7,-2,1,nt,2.8,-3,-0.6,2,-3.1
Cc1c(C(=O)NCCSCc2ccc(Cl)cc2Cl)cccc1[N+](=O)[O-],-2.3,0.2,6,-9,-7,-1.2,-2.6,-2,-1.0,-9,-0.9
Cc1ccccc1/C=C/c1nc2ccccc2c(=O)[nH]1,4.3,0.7,-21,1,-10,1.2,11*,5,-0.2,-2,2.9
COc1ccc(C2(c3ccc(OC)cc3)NC(=O)N(CC(=O)NC3CCCC3)C2=O)cc1,-1.8,0.3,-8,0,1,1.7,-1.2,-1,-0.8,2,-0.1
Cc1nccn1CC(=O)N/N=C/c1cccc(O)c1,-2.0,-0.4,-6,15,3,0.5,2.5,-3,-1.3,3,-0.1
CCc1ccc(C(=O)COC(=O)CCc2nc3ccccc3c(=O)[nH]2)cc1,0.0,3.2,-1,11,-2,-1.5,-1.3,-4,-1.0,0,0.1
CO/N=C(/CS(=O)(=O)Cc1ccccc1Cl)c1ccc(Cl)cc1Cl,-2.8,0.5,5,-3,-10,0.3,-1.5,-2,-1.1,-9,0.5
CCCC(=O)NCc1ccc2c(c1)cc(C)n2C,-1.0,-1.9,-31,5,7,0.4,-2.7,0,-0.9,0,0.0
COC(=O)c1ccc(CN(C)S(=O)(=O)c2cccs2)cc1,0.3,2.1,-4,0,2,0.2,0.7,-1,-0.1,0,-0.2
CN(C)S(=O)(=O)c1cccc(C(=O)Nc2ccc(Cl)cn2)c1,1.5,1.8,-3,-2,3,1.7,3.0,4,-1.0,2,0.6
O=C(NNc1ccccn1)c1ccccc1CC[N+](=O)[O-],1.0,2.7,-4,0,3,3.4,6.0,1,-0.9,-5,0.9

# Quoted at random: 2 records from the list
SMILES,hcDAF-12 act,GAA850 FXN act,ADAM10 inh,HGIII-sPLA2 inh,GC-B act,DAX1 inh-1,hgDAF12 agonist,SMARCA2 act,ssDAF12 agonist,GC-A act,DAX1 inh-2
COc1ccc(C2(c3ccc(OC)cc3)NC(=O)N(CC(=O)NC3CCCC3)C2=O)cc1,-1.8,0.3,-8,0,1,1.7,-1.2,-1,-0.8,2,-0.1
CCCC(=O)NCc1ccc2c(c1)cc(C)n2C,-1.0,-1.9,-31,5,7,0.4,-2.7,0,-0.9,0,0.0

# Random draw from the library. About 6.6% of those tested had a hit in this group.
